HCMV inh – inhibitors of human cytomegalovirus; HFF cells, HCMV-luciferase reporter, 72 h; stronger effect = lower value; activity change, negative = inhibition, % at 57.5 µM; 410,000 tested, 4.5% active; AID 1259415; in the data active = activity change below about -60%; inconclusive = no clear call, values can overlap the other calls; inactive = above about -39%
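Steps: HFFs plated, 16 h 37C; compounds added; HCMV-luciferase added to MOI 1 PFU/cell; 72 h 37C; OneGlo reagent, 5 min room temperature; luminescence read, normalized to controls.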
AMA1-RON2 inh – AMA1-RON2 (P. falciparum) interaction inhibition | AlphaScreen AMA1-biotinylated RON2 peptide binding | Potency, µM (top dose mostly 58.2 µM), for the others: at the highest dose activity change, negative = inhibition, most hits filed as inhibitors | 360,000 tested, 0.2% active | AID 720542;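 also: potency is read from the fitted curve at half-maximal effect; 0% = vehicle wells and -100% = peptide control; nearly all actives have a fitted effect of over 45% in size; some results filed as inactive show a strong effect at the top dose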
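AMA1 (3D7) with his tag at 25 nM final met compounds first, then biotinylated RON2 peptide at 25 nM; detection used donor plus acceptor beads, 10 µg/mL apiece, read by AlphaScreen after 30 min at room temperature.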
HCV inhibitor – blocks hepatitis C virus; Huh7.5.1 HCVcc-Cre infection, luciferase reporter, 44 h; Potency, µM (doses to about 41.8 µM), without a hit: top-dose activity change, negative = inhibition, hits mostly inhibitors; 340,000 tested, 3.4% active; also: potency is read from the fitted curve at half-maximal effect
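Infectious HCV cell culture screen: compound-treated cells (1,000/well, pre-plated 4 h) are infected with HCVcc-Cre at roughly 0.5 moi and grown 44 h. Infection is quantified by luciferase signal after 15 min substrate incubation at room temperature.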
AmpC inh detg – AmpC beta-lactamase inhibition with detergent present; AID 485294; AmpC hydrolysis of nitrocefin, absorbance 480 nm, 0.01% Triton; 370,000 tested, 0.041% active; Potency, µM (series often up to 114 µM), for inactives: at the top dose activity change, negative = inhibition, actives largely listed as inhibitors;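 also: potency is read from the fitted curve at half-maximal effect; 0% = no-compound wells and -100% = no-enzyme wells; nearly all actives have a fitted effect of over 25% in size; some results filed as inactive show a strong effect at the top dose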
Target sequence (P00811 whole entry, looked up): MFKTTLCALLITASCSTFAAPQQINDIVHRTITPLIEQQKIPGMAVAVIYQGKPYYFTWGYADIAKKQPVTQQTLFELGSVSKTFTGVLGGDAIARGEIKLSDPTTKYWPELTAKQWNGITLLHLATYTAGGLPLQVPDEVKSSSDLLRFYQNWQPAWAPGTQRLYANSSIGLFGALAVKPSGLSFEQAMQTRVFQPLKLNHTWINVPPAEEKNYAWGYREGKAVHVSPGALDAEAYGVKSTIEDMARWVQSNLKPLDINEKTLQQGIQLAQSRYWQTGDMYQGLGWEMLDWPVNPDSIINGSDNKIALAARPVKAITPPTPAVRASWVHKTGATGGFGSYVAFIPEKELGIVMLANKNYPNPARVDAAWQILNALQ
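AmpC (5.3 nM in the dispensed reagent) in 20 mM phosphate pH 7.0 with 0.01% (detergent screen) or 0.0001% Triton X-100 was preincubated with compounds for 15 min at room temperature. Nitrocefin was then added from an 800 uM solution, and hydrolysis was followed at 480 nm.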
AmpC inh no detg – inhibitors of E. coli AmpC beta-lactamase without detergent; Potency, µM (series often up to 57.1 µM), inactives show at the top dose activity change, negative = inhibition, most hits filed as inhibitors; AID 485341; 330,000 tested, 0.52% active; P00811; AmpC nitrocefin hydrolysis, absorbance 480 nm, 0.0001% Triton;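 also: potency is read from the fitted curve at half-maximal effect; plate controls were no compound for no effect and no enzyme for full effect; nearly all actives have a fitted effect of over 20% in size; some results filed as inactive show a strong effect at the top dose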
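AmpC (5.3 nM in the dispensed reagent) in 20 mM phosphate pH 7.0 with 0.01% (detergent screen) or 0.0001% Triton X-100 was preincubated with compounds for 15 min at room temperature. Nitrocefin was then added from an 800 uM solution, and hydrolysis was followed at 480 nm.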
LmPK inhibitor – LmPK (Leishmania mexicana) enzyme inhibition; purified LmPK, Kinase-Glo ATP luminescence, 1 h; Potency, µM (highest dose often 57.5 µM), without a hit: top-dose activity change, negative = inhibition, actives largely listed as inhibitors; 290,000 tested, 0.37% active; AID 1721; also: potency is read from the fitted curve at half-maximal effect
Target sequence (Q27686 whole entry, looked up): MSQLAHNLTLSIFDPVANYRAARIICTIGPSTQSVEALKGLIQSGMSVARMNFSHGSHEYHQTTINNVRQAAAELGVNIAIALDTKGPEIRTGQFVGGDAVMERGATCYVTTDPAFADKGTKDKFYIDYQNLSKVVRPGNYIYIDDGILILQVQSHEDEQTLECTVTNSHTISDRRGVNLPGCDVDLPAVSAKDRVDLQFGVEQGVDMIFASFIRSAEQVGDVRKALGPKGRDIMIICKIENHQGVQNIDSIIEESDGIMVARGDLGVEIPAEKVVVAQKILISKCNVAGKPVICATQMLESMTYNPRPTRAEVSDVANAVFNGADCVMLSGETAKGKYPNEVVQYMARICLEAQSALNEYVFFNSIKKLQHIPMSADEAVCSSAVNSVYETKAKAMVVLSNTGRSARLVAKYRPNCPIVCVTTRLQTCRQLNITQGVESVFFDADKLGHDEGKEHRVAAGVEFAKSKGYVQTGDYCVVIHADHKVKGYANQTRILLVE
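Purified LmPK (0.1 nM) converted ADP (0.1 mM) to ATP with PEP (0.5 mM) in imidazole buffer pH 7.2 with KCl and MgCl2, 1 h at room temperature. ATP was read by Kinase-Glo luminescence; data normalized to uninhibited and no-enzyme controls.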
Tb PYK inh – blocks Trypanosoma brucei pyruvate kinase | 410,000 tested, 0.12% active | AID 624173 | Q57TT1 | TbPYK enzyme, Kinase-Glo Plus ATP luminescence, 45 min | Potency, µM (doses to about 76.8 µM), without a hit: at the top dose activity, negative = inhibition, usual class: inhibitors; also: potency is read from the fitted curve at half-maximal effect; nearly all actives have a fitted effect of over 50% in size
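In this concentration-response screen, enzyme-free wells defined baseline while DMSO plates tracked drift. Each reaction combined TbPYK, substrate, compound and 130 uM ADP for 45 min at room temperature. Kinase-Glo Plus luminescence gave the signal.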
* hit, by the source's call; ? = inconclusive; . = no result given; [ ] = remark or other dose. Unless noted, calls follow the shape of the dose curve; as a rule, active = well fitted curve in the direction sought with a large enough effect; inconclusive = small, poorly fitted or top-dose-only effect, or another doubt; inactive = no such curve, though single readings can be large; an effect the other way counts as inactive or inconclusive. Unless noted, % is scaled to controls: 0 for no effect and ±100 for the full control effect.

1	CC(=NNC(=S)N1CC2CCC(CC2)C1)c1ccncn1
2	O=C1Nc2ccc(Br)cc2C1(O)Cc1ccncc1 (stereo not drawn)
3	COc1ccc(CN(C)C2CCCCC2)c(C)c1C
4	COc1ccc(Nc2nccc(N(C)C)c2C#N)cc1
5	Cc1cc(C(=O)Nc2sc3c(c2C#N)CCC3)no1
6	CC(C)(C)c1ccc(CN2C(=O)CSC2=O)cc1

screen / no.	1	2	3	4	5	6
HCMV inh	-97.5*	15.4	-7.1	-29.0	57.9	-18.5
AMA1-RON2 inh	?	4.0%	0.5%	17.3%	5.4%	3.8%
HCV inhibitor	0.316µM*	9.8%	?	19.4%	?	7.1%
AmpC inh detg	.	-0.7%	9.1%	-0.8%	1.0%	?
AmpC inh no detg	.	-9.3%	7.5%	113.3%[activator]	-22.9%	-8.7%
LmPK inhibitor	.	-5.3%	23.3%	3.7%	1.2%	12.1%
Tb PYK inh	-14.7%	5.8%	-3.1%	0.3%	2.3%	8.8%

7	COc1ccc(NC(=O)c2ccc(NC(=O)N3CCSc4ncccc43)cc2)cc1
8	NCCCNC(=O)Cn1c(=O)c2c3c(sc2n(Cc2ccccc2)c1=O)CCCC3
9	Cc1coc2c(C)c3oc(=O)c(CC(=O)NCCc4ccc(Cl)cc4)c(C)c3cc12
10	COc1ccc(C(=O)OCC(=O)Nc2c(C)cccc2C)c(OC)c1OC
11	O=C(NCC1CCCO1)c1nn2c(C(F)(F)F)cc(-c3cccs3)nc2c1Br (stereo not drawn)
12	Cc1ccc(C)c(N2CCN(C(=O)c3ccc(Nc4nc5ccccc5n5nnnc45)cc3)CC2)c1

screen / no.	7	8	9	10	11	12
HCMV inh	47.4	-36.9	1.1	10.8	-1.8	4.0
AMA1-RON2 inh	.	9.6%	.	-21.0%	-10.0%	.
HCV inhibitor	.	-8.8%	.	0.2%	-7.1%	.
AmpC inh detg	13.5%	2.2%	19.1%	1.9%	-11.2%	16.6%
AmpC inh no detg	.	95.1%[activator]	.	-2.0%	-2.8%	.
LmPK inhibitor	.	-2.1%	.	-1.5%	-1.6%	.
Tb PYK inh	-6.7%	4.7%	-2.4%	-0.1%	3.9%	-1.7%

13	COC(=O)C1(S(=O)(=O)c2cccc3nsnc23)CC1
14	OC(COCC1COc2ccccc2O1)CN1CCN(c2ccccc2F)CC1 (stereo not drawn)
15	O=C(COC(=O)c1ccc(S(=O)(=O)NCc2ccco2)cc1)NC1CCCCCC1
16	CNC(=S)N/N=C1\C(=O)c2cccc3cccc1c23
17	Cc1cccc(NC(=O)c2oc3ccc(S(=O)(=O)N4CCC5(CC4)OCCO5)cc3c2C)c1C
18	CC(C)(C)OC(=O)NCc1ccc(CNC(=O)c2nc[nH]c2C(=O)NCc2ccc(CNC(=O)OC(C)(C)C)cc2)cc1

screen / no.	13	14	15	16	17	18
HCMV inh	0.6	-9.1	9.5	-106.4*	21.2	?
AMA1-RON2 inh	-4.8%	3.1%	-1.7%	-11.3%	.	152.6%[activator]
HCV inhibitor	?	-15.3%	-2.8%	2.5%	.	?
AmpC inh detg	?	-1.8%	1.0%	?	-0.2%	.
AmpC inh no detg	-15.8%	69.7%[activator]	-25.3%	-18.7%	.	52.7%
LmPK inhibitor	-4.7%	-0.9%	11.1%	-0.4%	.	.
Tb PYK inh	-4.9%	-4.8%	-18.3%	0.1%	-4.5%	-3.9%

19	CCOC(=O)CC1(c2ccc(OC)c(OC)c2)C(=O)c2ccccc2C1=O
20	CC(C)(C)c1ccc(OCc2nc(-c3ccccn3)no2)c(Br)c1
21	CC(=O)Nc1ccccc1C(=O)OCC(=O)c1ccccc1Cl
22	CCOC(=O)C1=C(C)N(c2ccc(OC)cc2)C(=O)/C1=C\c1ccc(O)c(OCC)c1
23	CCCn1c(C)nc2c(c1=O)c1nc3ccccc3nc1n2CCC1=CCCCC1
24	CNc1nc(N)c([N+](=O)[O-])c(NCC2CCCO2)n1 (stereo not drawn)

screen / no.	19	20	21	22	23	24
HCMV inh	2.1	321.7	6.2	-23.6	3.7	66.3
AMA1-RON2 inh	-9.9%	0.5%	-23.6%	-8.4%	0.8%	1.5%
HCV inhibitor	18.5%	-21.6%	-0.4%	-1.7%	-29.9%	-13.2%
AmpC inh detg	9.5%	0.8%	-13.1%	3.0%	-6.6%	1.3%
AmpC inh no detg	82.4%[activator]	.	-37.0%	-1.9%	-6.1%	-17.8%
LmPK inhibitor	3.1%	2.1%	4.5%	31.6µM*	-5.7%	3.0%
Tb PYK inh	1.3%	-4.6%	-0.1%	-25.0%	0.6%	5.1%

Ordered by molar mass (high to low): 9 of the compounds above
18	CC(C)(C)OC(=O)NCc1ccc(CNC(=O)c2nc[nH]c2C(=O)NCc2ccc(CNC(=O)OC(C)(C)C)cc2)cc1
17	Cc1cccc(NC(=O)c2oc3ccc(S(=O)(=O)N4CCC5(CC4)OCCO5)cc3c2C)c1C
15	O=C(COC(=O)c1ccc(S(=O)(=O)NCc2ccco2)cc1)NC1CCCCCC1
22	CCOC(=O)C1=C(C)N(c2ccc(OC)cc2)C(=O)/C1=C\c1ccc(O)c(OCC)c1
23	CCCn1c(C)nc2c(c1=O)c1nc3ccccc3nc1n2CCC1=CCCCC1
20	CC(C)(C)c1ccc(OCc2nc(-c3ccccn3)no2)c(Br)c1
21	CC(=O)Nc1ccccc1C(=O)OCC(=O)c1ccccc1Cl
13	COC(=O)C1(S(=O)(=O)c2cccc3nsnc23)CC1

screen / no.	18	17	15	22	23	20	21	13
HCMV inh	?	21.2	9.5	-23.6	3.7	321.7	6.2	0.6
AMA1-RON2 inh	152.6%[activator]	.	-1.7%	-8.4%	0.8%	0.5%	-23.6%	-4.8%
HCV inhibitor	?	.	-2.8%	-1.7%	-29.9%	-21.6%	-0.4%	?
AmpC inh detg	.	-0.2%	1.0%	3.0%	-6.6%	0.8%	-13.1%	?
AmpC inh no detg	52.7%	.	-25.3%	-1.9%	-6.1%	.	-37.0%	-15.8%
LmPK inhibitor	.	.	11.1%	31.6µM*	-5.7%	2.1%	4.5%	-4.7%
Tb PYK inh	-3.9%	-4.5%	-18.3%	-25.0%	0.6%	-4.6%	-0.1%	-4.9%

16	CNC(=S)N/N=C1\C(=O)c2cccc3cccc1c23

screen / no.	16
HCMV inh	-106.4*
AMA1-RON2 inh	-11.3%
HCV inhibitor	2.5%
AmpC inh detg	?
AmpC inh no detg	-18.7%
LmPK inhibitor	-0.4%
Tb PYK inh	0.1%

More records.
25	CC(C)NC(=O)CC(=O)N/N=C/c1cccs1
26	COC(=O)C(NC(=O)c1ccccc1)(Nc1nccs1)C(F)(F)F (stereo not drawn)
27	Cc1ccc2c(c1)-c1c(ssc1=S)C(C)(C)N2C(=O)CSC1=NCCS1
28	COc1ccc(CCC2(C)NC(=O)NC2=O)cc1 (stereo not drawn)
29	CC(C)CNC(=O)CN(C1CCCCC1)S(=O)(=O)c1ccccc1
30	CCOc1ccccc1C(=O)Nc1c(NC)c2ccccc2oc1=O

screen / no.	25	26	27	28	29	30
HCMV inh	-28.3	26.2	?	30.6	10.7	21.3
AMA1-RON2 inh	-7.7%	4.2%	?	3.2%	-11.3%	.
HCV inhibitor	1.5%	7.3%	?	12.3%	15.1%	.
AmpC inh detg	-1.6%	-9.5%	-11.2%	-21.0%	?	11.2%
AmpC inh no detg	-22.1%	9.6%	-23.1%	2.9%	28.5%	.
LmPK inhibitor	4.1%	5.9%	2.5%	-0.3%	1.3%	.
Tb PYK inh	2.2%	7.2%	-12.5%	2.2%	1.5%	2.4%

31	O=C1C(Cc2cnc[nH]2)NC(=S)N1c1ccccc1 (stereo not drawn)
32	CCCNc1cc(C)oc(=O)c1C(=O)CCC
33	Cc1ccc[n+](-c2[nH]c(=O)sc2/C=N/N=C(\[O-])c2cccnc2)c1
34	O=C(NCc1ccccc1Cl)c1cc(=O)[nH]c2ccccc12

screen / no.	31	32	33	34
HCMV inh	37.2	2.2	-3.6	10.9
AMA1-RON2 inh	56.1%[activator]	-0.7%	28.5%	-25.1%
HCV inhibitor	11.8%	?	1.9%	-10.8%
AmpC inh detg	?	6.0%	-13.6%	-18.0%
AmpC inh no detg	2.8%	0.3%	0.2%	-15.1%
LmPK inhibitor	-5.6%	-10.2%	2.2%	-11.9%
Tb PYK inh	4.2%	-8.5%	-4.6%	-6.9%
